Assay outcomes from PubChem.
core dimer inh – HCV core protein dimerization inhibition. TR-FRET GST/Flag-core106 dimerization, 1536-well. inhibition, % at 5 µM. 300,000 compounds, 0.33% hits. AID 1899;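 active means inhibition above the mean of all tested compounds plus 3 SD, set per screening campaign, cut at about 45% in these data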
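Assay system: tagged HCV core106 pair (GST and Flag); medium: KF-containing HEPES buffer, pH 7.45, DTT, CHAPS, BSA; also added: Eu donor and XL665 acceptor anti-tag antibodies; dosing: 5 µM single dose; timing: compound-protein-antibody incubation 4 h at 22.5 °C; signal: TR-FRET 671 and 617 nm emission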
EBNA-1 inhibitor – blocks EBNA-1 binding to DNA. EBNA-1 DNA binding, fluorescence polarization. inhibition, % at 14.8 µM. 300,000 compounds, 0.34% hits. AID 1950; in the data active means inhibition above about 28%
TPT1 inhibitor – blocks Candida albicans tRNA 2'-phosphotransferase; AID 1962; 300,000 compounds, 0.81% hits; inhibition, % at 5 µM; recombinant caTPT1, FP RNA substrate dephosphorylation;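 active means inhibition above the mean of all tested compounds plus 3 SD, set per screening campaign, cut at about 24% in these data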;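 further: plate controls were DMSO alone for no effect and ferristatin control at 100 nM for full effect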
ZTA counter – ZTA (EBV) inhibition in EBNA-1 counter-screen; ZTA-DNA binding, fluorescence polarization; P03206; 320,000 compounds, 0.15% hits; inhibition, % at 11 µM; in the data active means inhibition above about 33%
Target sequence (P03206 whole entry, looked up): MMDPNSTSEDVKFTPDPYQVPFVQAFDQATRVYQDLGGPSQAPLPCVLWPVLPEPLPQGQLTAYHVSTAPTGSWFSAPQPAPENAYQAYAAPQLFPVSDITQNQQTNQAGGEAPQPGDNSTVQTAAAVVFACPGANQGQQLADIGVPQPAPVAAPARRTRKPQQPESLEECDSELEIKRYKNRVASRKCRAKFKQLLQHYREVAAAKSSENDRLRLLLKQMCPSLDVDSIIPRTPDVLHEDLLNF
PP1 counter – counter-screen for PP5 inhibitors: inhibitors of human PP1-alpha; inhibition, % at 6.7 µM; 320,000 compounds, 0.9% hits; purified PP1alpha, OMFP fluorescence; P62136;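 active means inhibition above the mean inhibition of all tested compounds plus 3 SD, computed separately for each screening campaign, cut at about 15% in these data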
Target sequence (P62136 whole entry, looked up): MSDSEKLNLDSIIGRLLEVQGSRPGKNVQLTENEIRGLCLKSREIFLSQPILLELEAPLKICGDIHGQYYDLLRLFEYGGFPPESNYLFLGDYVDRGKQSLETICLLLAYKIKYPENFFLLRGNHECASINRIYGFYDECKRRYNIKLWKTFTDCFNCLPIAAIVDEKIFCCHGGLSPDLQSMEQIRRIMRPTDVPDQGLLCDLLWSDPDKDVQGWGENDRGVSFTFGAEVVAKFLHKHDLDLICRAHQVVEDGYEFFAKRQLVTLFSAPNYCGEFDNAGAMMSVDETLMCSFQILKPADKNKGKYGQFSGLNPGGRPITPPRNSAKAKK
JMJD2C inh – inhibitors of human GASC-1 (JMJD2C) demethylase | 330,000 compounds, 0.069% hits | inhibition, % at 2.35 µM | AID 2099 | GST-JMJD2C(1-420) H3K9me3 demethylation, DELFIA europium;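 active means more than half of a compound's replicate wells show inhibition beyond 50%, single wells judged on their own value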;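 further: signal counts dimethyl H3K9 product captured on neutravidin plate; 0% = median of DMSO wells and 100% = 0.3 times that DMSO median; strong numbers were not always called active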
Target sequence (Q9H3R0 1-420 limits assumed): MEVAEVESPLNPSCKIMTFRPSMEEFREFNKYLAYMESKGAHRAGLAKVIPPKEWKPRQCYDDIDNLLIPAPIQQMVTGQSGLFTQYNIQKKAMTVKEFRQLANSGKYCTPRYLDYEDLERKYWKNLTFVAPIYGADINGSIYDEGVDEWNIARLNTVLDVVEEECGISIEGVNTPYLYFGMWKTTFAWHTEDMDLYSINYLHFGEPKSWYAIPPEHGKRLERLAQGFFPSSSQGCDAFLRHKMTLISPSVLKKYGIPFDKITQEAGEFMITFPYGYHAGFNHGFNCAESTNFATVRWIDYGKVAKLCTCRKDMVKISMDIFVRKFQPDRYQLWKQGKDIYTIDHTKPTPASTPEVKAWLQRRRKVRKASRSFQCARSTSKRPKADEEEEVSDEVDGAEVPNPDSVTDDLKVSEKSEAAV
CR mimetic SO – lowers age-related superoxide in aged yeast cells; S. cerevisiae aged cells, superoxide DHE fluorescence; hits give low values; superoxide response (% of plate mean), % at 10 µM; 330,000 compounds, 0.18% hits; AID 2690;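 active means superoxide response under a set limit, about three screen SD below normal, cut at about 65% in these data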;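 further: yeast aged for seven days with compound at 30 °C before DHE staining; 100% = average MFI of all compound-treated wells on the plate with controls excluded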
CTSL1 counter – blocks F. hepatica cathepsin L1 in PFM18AAP counter-screen. 300,000 compounds, 0.49% hits. AID 1906. recombinant F. hepatica cathepsin L1, Z-Leu-Arg-MCA fluorescence. inhibition, % at 5.96 µM;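 active means inhibition above the mean of all tested compounds plus 3 SD, set per screening campaign, cut at about 17% in these data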;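 further: 0% = plate median of test compound wells and 100% = 1 µM Z-Phe-Ala-diazomethylketone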
PP5 inh – inhibitors of human protein phosphatase 5 (PP5); P53041; purified PP5c, OMFP substrate fluorescence; inhibition, % at 6.7 µM; 320,000 compounds, 0.18% hits;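 active means inhibition above the campaign's mean inhibition across all tested compounds plus 3 SD, cut at about 9.5% in these data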;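 further: 0% = DMSO only and 100% = 100 µM cantharidin control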
An asterisk follows results filed as active; i = inactive; · = no result given.

nr	canonical_smiles	core dimer inh	EBNA-1 inhibitor	TPT1 inhibitor	ZTA counter	PP1 counter
1	CN(Cc1ccccc1)CC(O)COc1ccc(CNCCCOc2cccnc2)cc1 (configuration not stated)	0	21	-1	-6	0
2	Cc1ccc(NC(=O)CCC(=O)NNC(=O)Nc2cccc(Cl)c2)c(C)c1	-5	0	0	4	-3
3	COc1ccc(/C=N\NC(=O)c2ccccc2Br)cc1COc1c(F)c(F)cc(F)c1F	10	-7	2	-13	3
4	CC(C)N=c1scc(-c2cccs2)n1/N=C/c1ccc(O)c(O)c1O	24	0	1	-21	7
5	Cc1nn2c(-n3ccnc3C)c3c(nc2c1-c1ccccc1)CCC3	2	11	-1	2	-2
6	COc1cc(C(=O)NS(=O)(=O)c2ccccc2C)ccc1Cc1cn(C)c2ccc(NC(=O)OC3CCCC3)cc12	-132	9	9	9	24*
7	Nc1ncc2c(n1)CCN(c1ccc([N+](=O)[O-])cc1)C2	3	-10	0	-15	0
8	O=C(O)c1ccc(/C=N/NC(=O)C(O)(c2ccccc2)c2ccccc2)cc1	-6	-15	0	13	5
9	COc1ccc2c(COC(=O)CCS(=O)(=O)c3ccccc3)cc(=O)oc2c1	5	3	-1	8	-3
10	Cc1ccc(C(=O)CSc2nnc(C3CC3)n2C2CC2)s1	·	·	·	-26	2

nr	JMJD2C inh	CR mimetic SO	CTSL1 counter	PP5 inh
1	-1	104	-2	-1.1
2	-2	101	-1	1.9
3	-22	97	3	1.7
4	-10	99	2	0.0
5	-1	121	7	0.2
6	23	94	-2	2.0
7	-2	102	4	1.5
8	4	100	0	-4.2
9	-6	100	-46	1.8
10	19	106	·	2.5

nr	canonical_smiles	core dimer inh	EBNA-1 inhibitor	TPT1 inhibitor	ZTA counter	PP1 counter
11	C=CCSc1ncccc1C(=O)NCc1ccccc1	0	5	-5	-2	-5
12	CCCCCC(=O)Nc1ccc(-c2csc(C)n2)cc1	10	1	0	2	2
13	Cc1ccc(C(=O)NCN2CCN(c3ccc(F)cc3)CC2)cc1	·	·	·	15	-3
14	CN(C)CCCn1c2c(c(SCC(=O)Nc3ccc4c(c3)OCCO4)nc1=O)CCC2	-8	5	-4	3	-2
15	Cc1ccc(C2(c3ccc(C)cc3)CC2C(=O)Nc2ccc([N+](=O)[O-])cc2O)cc1 (configuration not stated)	14	-1	-4	7	11
16	C/C=C/c1ccc(OCCOc2cc(C=O)ccc2OC)c(OC)c1	22	5	2	-6	1
17	COC(=O)c1c(C(=O)OC)c2n(c1C)CCC2	-5	-2	-1	0	-1
18	Cc1ccc(/C=C2\SC(=S)N(c3c(C)n(C)n(-c4ccccc4)c3=O)C2=O)cc1	11	1	-4	-1	1
19	CCOc1ccc(C(=O)N2CCSC2=S)cc1	-5	9	-4	-3	-1
20	Cn1cc(S(=O)(=O)NCc2cccs2)c(=O)n(C)c1=O	-4	4	-2	29	-4

nr	JMJD2C inh	CR mimetic SO	CTSL1 counter	PP5 inh
11	10	96	-1	3.7
12	5	94	-9	-0.3
13	2	99	·	-0.9
14	-2	113	0	-0.9
15	5	92	-1	2.1
16	8	123	-1	2.8
17	2	i	-4	1.9
18	-3	96	7	1.1
19	-9	91	-1	-0.1
20	-20	99	-5	0.3

nr	canonical_smiles	core dimer inh	EBNA-1 inhibitor	TPT1 inhibitor	ZTA counter	PP1 counter
21	Cc1ccccc1[C@]1(C)ON(c2ccccc2C(F)(F)F)C1=O	·	·	·	-5	-1
22	O=C(NCCN1CCOCC1)c1ccc2c(c1)ncn2C1CCCC1	3	4	-6	-3	-5
23	Cc1cccc(N(CC(=O)NCc2ccccc2)C(=O)Cn2nnc(-c3ccc(C)o3)n2)c1	1	8	-3	6	3
24	CC(=O)c1c(C)oc2ccc(NS(=O)(=O)c3ccc(O)c(C(=O)O)c3)cc12	8	8	-2	3	-4
25	CCOc1ccc(CCNC(=O)COC(=O)c2cccc(S(=O)(=O)N3CCOCC3)c2)cc1OCC	1	-12	2	-9	-2
26	CCCOc1ccc2c3c(c(=O)oc2c1)CCCC3	2	-1	-1	-11	0
27	CC1CCN(C(=O)CCNS(=O)(=O)c2ccc(Cl)cc2)CC1	10	11	-3	-3	-3
28	COc1ccc(CCCC(=O)N/N=C\c2cccs2)cc1	-4	-5	-1	-8	-5
29	Cc1cccn2c(=O)c3cc(C(=O)NCCN4CCOCC4)c(=N)n(CCN4CCOCC4)c3nc12	-18	-8	3	-5	-7
30	Cc1cc(OC(C)C(=O)Nc2ccccc2C(=O)N2CCCC2)ccc1Cl (configuration not stated)	-9	7	0	7	1

nr	JMJD2C inh	CR mimetic SO	CTSL1 counter	PP5 inh
21	-5	106	·	3.5
22	1	98	2	1.7
23	17	88	4	2.4
24	5	91	-1	1.6
25	-8	100	-15	-1.8
26	-2	101	1	1.8
27	9	94	2	2.4
28	2	96	1	-3.7
29	-35	101	2	1.6
30	-5	84	-1	1.9

nr	canonical_smiles	core dimer inh	EBNA-1 inhibitor	TPT1 inhibitor	ZTA counter	PP1 counter
31	COC(=O)c1c(NC(=O)CN2C(=O)C(=O)N(CC(C)C)C2=O)sc2c1CCCCC2	-2	-3	-4	-35	0
32	COc1ccc(CNC(=O)CCc2nnc3ccc(NCCCN4CCCC4=O)nn23)cc1	-1	-3	-3	6	-2
33	CCOC(=O)c1c(C#N)cnn1-c1ccc(C)cc1	-3	-6	5	-6	0
34	COc1ccc(C2/C=C\CN(S(=O)(=O)c3cccs3)CC(=O)N2Cc2ccc(F)cc2)cc1 (configuration not stated)	7	4	-3	2	3
35	Oc1c(Br)cc(Br)cc1C=Nc1cccc2ncccc12	0	-4	-10	10	8
36	COc1ccc(-n2c(=S)[nH]c3cc(C(=O)NCc4ccco4)ccc3c2=O)cc1OC	-3	-6	-3	11	-4
37	S=C(NNc1cccc(Cl)c1)NC1CCCCC1	2	-1	-1	-2	0
38	COc1ccc(CCNC(=O)Cn2c([N+](=O)[O-])cnc2C)cc1OC	-5	-6	-1	6	0
39	CCOC(=O)c1c(NC(=O)Cn2cnc([N+](=O)[O-])n2)sc2c1CCC(C)C2 (configuration not stated)	4	-1	2	20	-2
40	CC(C)CCSc1cc(NCCO)c([N+](=O)[O-])c2nonc12	-2	-2	3	2	-1

nr	JMJD2C inh	CR mimetic SO	CTSL1 counter	PP5 inh
31	2	97	-1	4.5
32	-9	94	1	-1.4
33	12	98	0	2.7
34	-5	·	3	1.7
35	-4	91	8	6.5
36	-10	101	-2	1.9
37	9	97	3	-0.1
38	-3	97	1	0.2
39	9	106	5	0.5
40	31	117	-4	-2.6

nr	canonical_smiles	core dimer inh	EBNA-1 inhibitor	TPT1 inhibitor	ZTA counter	PP1 counter
41	CCC/C=C(\CCC)C(NC(=O)CCc1ccccc1)c1ccc(C(F)(F)F)cc1 (configuration not stated)	10	0	-4	-13	-4
42	COc1ccc(CN2[C@@H](CC(=O)O)c3cc(F)ccc3S2(=O)=O)cc1	3	5	-1	8	5
43	CC(C)(C)OC(=O)N1CCC(c2cc(=O)n3[nH]cc(C(=O)NC4CCCC4)c3n2)CC1	10	-1	-1	22	13
44	COC(=O)c1c(S(N)(=O)=O)c2ccccc2n1C	1	7	4	-1	0
45	CCOc1ccc(NC(=O)CSc2cn[nH]n2)cc1	0	6	-2	9	-5
46	CC1CCCN(C(=O)Cn2c(-c3nonc3N)nc3ccccc32)C1 (configuration not stated)	2	-1	3	-5	-1
47	CC(=O)Oc1ccc2occ(/C=N/c3cc(=O)[nH]c(=S)[nH]3)c(=O)c2c1	3	0	0	1	3
48	COc1cccc(C(=O)Nc2nnc(SCC(=O)NC3CCCC3)s2)c1	-4	-7	-1	-10	-1
49	COc1ccc(N2CCN(C(=O)CNC(=O)c3nn(-c4ccc(OC)cc4)c(=O)c4ccccc34)CC2)cc1	9	9	-1	13	0
50	COc1cc(/C=N/n2c(C)n[nH]c2=S)ccc1OCc1ccccc1	0	5	1	-5	-3

nr	JMJD2C inh	CR mimetic SO	CTSL1 counter	PP5 inh
41	12	·	1	3.5
42	-13	95	-3	2.5
43	-4	95	0	0.6
44	2	105	1	4.3
45	-1	101	0	-0.6
46	4	112	9	1.1
47	-2	99	-1	1.1
48	-1	97	1	3.5
49	1	102	1	0.4
50	7	107	5	1.3

9 compounds from above, ordered by formula weight, high to low:
nr	canonical_smiles	core dimer inh	EBNA-1 inhibitor	TPT1 inhibitor	ZTA counter	PP1 counter
3	COc1ccc(/C=N\NC(=O)c2ccccc2Br)cc1COc1c(F)c(F)cc(F)c1F	10	-7	2	-13	3
14	CN(C)CCCn1c2c(c(SCC(=O)Nc3ccc4c(c3)OCCO4)nc1=O)CCC2	-8	5	-4	3	-2
36	COc1ccc(-n2c(=S)[nH]c3cc(C(=O)NCc4ccco4)ccc3c2=O)cc1OC	-3	-6	-3	11	-4
31	COC(=O)c1c(NC(=O)CN2C(=O)C(=O)N(CC(C)C)C2=O)sc2c1CCCCC2	-2	-3	-4	-35	0
15	Cc1ccc(C2(c3ccc(C)cc3)CC2C(=O)Nc2ccc([N+](=O)[O-])cc2O)cc1 (configuration not stated)	14	-1	-4	7	11
48	COc1cccc(C(=O)Nc2nnc(SCC(=O)NC3CCCC3)s2)c1	-4	-7	-1	-10	-1
22	O=C(NCCN1CCOCC1)c1ccc2c(c1)ncn2C1CCCC1	3	4	-6	-3	-5
20	Cn1cc(S(=O)(=O)NCc2cccs2)c(=O)n(C)c1=O	-4	4	-2	29	-4
11	C=CCSc1ncccc1C(=O)NCc1ccccc1	0	5	-5	-2	-5

nr	JMJD2C inh	CR mimetic SO	CTSL1 counter	PP5 inh
3	-22	97	3	1.7
14	-2	113	0	-0.9
36	-10	101	-2	1.9
31	2	97	-1	4.5
15	5	92	-1	2.1
48	-1	97	1	3.5
22	1	98	2	1.7
20	-20	99	-5	0.3
11	10	96	-1	3.7

The list goes on.
nr	canonical_smiles	core dimer inh	EBNA-1 inhibitor	TPT1 inhibitor	ZTA counter	PP1 counter
51	CC(C)N(C(=O)Nc1ccc2nccnc2c1)C(C)C	0	-21	2	8	4
52	Cc1cc(C)cc(OCC(=O)Nc2ccccc2C(=O)NCc2ccco2)c1	22	-1	2	7	7
53	C[C@]1(C2CCCC2)Cc2cc(OCC(=O)O)c(Cl)c(Cl)c2C1=O	15	2	-2	6	-3
54	CC(C)NC(=O)c1cc(-c2ccc(Br)cc2)on1	-1	-5	2	0	-1
55	COc1ccccc1NC(=O)c1csc(-n2nc(C)cc2C(F)(F)F)n1	-5	-2	-3	-14	-1
56	O=C(N/N=C/c1ccc(O)cc1O)c1ccc(NC(=O)C2CCCCC2)cc1	-4	9	-4	1	50*
57	Cc1ccc(C)c(CN2C(=O)c3ccccc3S(=O)(=O)c3ccc(C(=O)N4CCN(C)CC4)cc32)c1	-6	0	-3	-20	1
58	CCCn1c(=S)[nH]c2cc(C(=O)N3CCCC(C(=O)OCC)C3)ccc2c1=O (configuration not stated)	0	-12	-1	-8	5
59	COc1ccc(/C=N/Nc2cc(N(C)C)nc(N(C)C)n2)cc1	1	9	0	11	-1
60	CCN(CC)S(=O)(=O)c1ccc2c(c1)nc(SCC(=O)N(C)C1CCS(=O)(=O)C1)n2CC (configuration not stated)	-8	1	-2	-13	1
61	O=C(Cn1cnc2c(oc3ccccc32)c1=O)NCc1ccco1	-5	3	1	-12	2

nr	JMJD2C inh	CR mimetic SO	CTSL1 counter	PP5 inh
51	-11	103	-3	4.8
52	4	116	-1	1.9
53	-7	89	-4	0.2
54	2	104	-2	1.6
55	-2	112	-3	0.9
56	20	96	7	2.2
57	3	85	2	0.9
58	-9	92	1	2.0
59	-6	89	0	14*
60	-6	74	0	-0.9
61	-5	106	-1	2.2
